Screens (PubChem BioAssay)
ABHD5-PLIN5 inh – blocks binding of human ABHD5 to perilipin-5; Split G. princeps luciferase complementation, luminescence, 4 h; inhibition, % at 4 µM; 0.78% of 360,000 active; AID 602281;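 active = inhibition above the mean inhibition across every tested compound plus 3 SD, cut at about 22% in these data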;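 note: 0% = DMSO only wells and the 100% control is not disclosed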
SRC3 inh – inhibitors of human steroid receptor coactivator 3 (SRC3); 0.17% of 360,000 active; Q9Y6Q9; HEK293 GAL4-SRC3 luciferase reporter, luminescence; AID 588352; inhibition, % at 3.6 µM;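 active = inhibition above a per-campaign cutoff, the mean of all compounds plus 3 SD, cut at about 60% in these data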;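 note: 0% = DMSO-treated cells and 100% = gossypol-treated cells at 36 µM; higher means less SRC3-driven luciferase light from the GAL4 reporter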
NOD2 RIPK2 PPI – NOD2-RIPK2 protein interaction inhibition | O43353 | CHO BLA complementation NOD2-RIPK2, CCF4 ratio | inhibition, % at 4.98 µM | 0.38% of 360,000 active; in the data active = inhibition above about 21%;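 note: 0% = vehicle only and 100% = reference blocker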
TLR9-MyD88 inh – inhibitors of human TLR9-MyD88 binding; CHO BLA complementation TLR9-MyD88, CCF4 FRET ratio; AID 504734; 0.21% of 340,000 active; inhibition, % at 4.98 µM;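 active = inhibition above the mean over all tested compounds plus 3 SD, cut at about 21% in these data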;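 note: 0% = DMSO only wells and 100% = clavulanate BLA inhibitor control wells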
Granule exo inh – lytic granule exocytosis inhibition. inhibition, % at 10 µM. 0.66% of 360,000 active. TALL-104 LAMP-1 surface exposure, flow cytometry; cells stimulated with thapsigargin and PMA. AID 651702;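 active = inhibition above about 55%, limit read from the data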
SRC2 inh – inhibits human steroid receptor coactivator 2 | inhibition, % at 9 µM | Q15596 | 0.17% of 370,000 active | AID 651957 | HEK293 GAL4-SRC2 luciferase reporter, luminescence;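 active = inhibition above the mean inhibition of all tested compounds plus 3 SD, set per campaign, cut at about 52% in these data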;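 note: 0% = DMSO treated cells and 100% = cells given Gossypol at 36 µM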
COUP-TFII inh – blocks human COUP-TFII nuclear receptor. HEK293T NGFI-A luciferase reporter, luminescence. 0.7% of 370,000 active. AID 686940. inhibition, % at 8.6 µM. P24468;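 active = inhibition above a per-plate cutoff, mean inhibition of test wells between control levels plus 3 SD, cut at about 38% in these data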;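 note: cells cotransfected with COUP-TFII expression vector driving the NGFI-A reporter; 0% = median of COUP-TF2 test wells and 100% = reporter-only cells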
NR5A2 inv ag – suppresses constitutive activity of human LRH-1 | O00482 | HEK293T StAR-luciferase reporter, LRH-1 transfected, 24 h | inhibition, % at 3.6 µM | 0.13% of 360,000 active | AID 602396;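 active = inhibition above the mean inhibition of all tested compounds plus 3 SD, cut at about 73% in these data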;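 note: 0% = DMSO wells and 100% = reporter-only cells lacking LRH-1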
SRC1 inh – inhibitors of human steroid receptor coactivator 1 (SRC1). Q15788. HEK293 GAL4-SRC1 luciferase reporter, luminescence. inhibition, % at 3.6 µM. 0.12% of 360,000 active;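 active = inhibition above the campaign mean plus 3 SD, with each screening campaign given its own cutoff, cut at about 60% in these data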;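 note: 0% = DMSO treated cells and 100% = gossypol at 36 µM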
TROY NFkB inh – TROY signaling inhibition. 0.98% of 360,000 active. AID 1347056. Q293 LMP1-TROYcd NF-kB luciferase reporter, 4 h. inhibition, % at 10 µM;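 active = compounds whose plate-normalised and pattern-corrected inhibition of the luciferase reporter signal at the single screening dose is 50% or more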
TWEAK-Fn14 inh – inhibitors of TWEAK-Fn14 interaction signaling | TWEAK-stimulated Fn14 reporter cells, luciferase luminescence, 8 h | inhibition, % at 10 µM | 2% of 360,000 active | AID 1159606; in the data active = inhibition above about 50%
Starred values were filed as active, the others as inactive; x = no result given. An excerpt; count on the stated rates, not on these rows.

Short keys: A = ABHD5-PLIN5 inh; B = SRC3 inh; C = NOD2 RIPK2 PPI; D = TLR9-MyD88 inh; E = Granule exo inh; F = SRC2 inh; G = COUP-TFII inh; H = NR5A2 inv ag; I = SRC1 inh; J = TROY NFkB inh; K = TWEAK-Fn14 inh
#1 CCCCCCN1C[C@@H](n2cc(-c3ccc(F)cc3)nn2)[C@H](O)C[C@@H]1c1ccccc1
  A: -10 | B: 7 | C: -5 | D: -4 | E: -14 | F: 20 | G: 18 | H: -4 | I: 4 | J: -8 | K: 10
#2 CCN1CCN(C/C(C)=C/c2ccccc2)CC1
  A: 5 | B: 4 | C: 6 | D: -5 | E: 5 | F: 23 | G: 11 | H: 9 | I: -3 | J: 4 | K: 2
#3 COC(=O)c1ccccc1NC(=O)N1CSC[C@H]1C(=O)OC
  A: 0 | B: 19 | C: 0 | D: 1 | E: -2 | F: -4 | G: -17 | H: -21 | I: -6 | J: 12 | K: 12
#4 O=C(NCC1CCCO1)C1CC1(c1ccccc1)c1ccccc1 (stereo unspecified)
  A: 0 | B: -1 | C: -17 | D: -2 | E: 3 | F: 2 | G: 0 | H: -9 | I: 6 | J: 19 | K: 6
#5 C#CCNC(=O)C[C@@H]1C[C@@]2(C(=O)OCC)CCCC=C2N(Cc2cccc3ccccc23)C1=O
  A: -4 | B: x | C: -12 | D: x | E: -8 | F: 12 | G: 9 | H: -16 | I: x | J: 5 | K: 13
#6 COCCn1c(C)cc(/C=C2/NC(=O)N(c3ccc(Cl)cc3)C2=O)c1C
  A: 7 | B: 9 | C: -6 | D: -2 | E: -1 | F: -2 | G: 2 | H: -9 | I: -14 | J: 17 | K: -9
#7 Cc1ccc(NC(=O)c2ccc3c(c2)CCN3S(C)(=O)=O)cc1
  A: -3 | B: -49 | C: -19 | D: 10 | E: -1 | F: -39 | G: -24 | H: -28 | I: -37 | J: -41 | K: -35
#8 CCOC(=O)c1ccc(NC(=O)c2cc(=O)[nH]c3ccccc23)cc1
  A: -1 | B: -4 | C: -5 | D: 4 | E: -2 | F: -4 | G: 8 | H: 0 | I: -9 | J: -17 | K: -8
#9 COc1ccccc1NC(=O)CSc1nnc(CC(=O)Nc2cccc(C(F)(F)F)c2)n1C
  A: 1 | B: 1 | C: 0 | D: 2 | E: 3 | F: -4 | G: 17 | H: -12 | I: -7 | J: 7 | K: 13
#10 COC(=O)C1=CN(c2c(C)cc(C)cc2C)C(N)=C(C#N)C1c1ccccc1 (stereo unspecified)
  A: -12 | B: x | C: -5 | D: x | E: 4 | F: -6 | G: -7 | H: -7 | I: x | J: x | K: x
#11 Cc1c(Cl)cccc1N=Cc1ccc([N+](=O)[O-])s1
  A: 1 | B: -1 | C: -16 | D: 6 | E: 10 | F: 4 | G: 9 | H: 5 | I: -3 | J: 12 | K: -3
#12 CSc1ccc(/C=N/NC(=O)C[n+]2ccccc2)cc1
  A: -2 | B: 0 | C: -15 | D: 5 | E: -1 | F: -18 | G: 8 | H: -4 | I: -36 | J: 13 | K: -2
#13 NC(=O)Nc1ccc(C(=O)OCC(=O)c2c[nH]c3ccccc23)cc1
  A: -4 | B: -13 | C: -7 | D: -23 | E: -2 | F: -14 | G: -10 | H: 1 | I: -20 | J: -41 | K: -12
#14 CCN(C(=O)CN1CCOCC1)c1c(N)n(Cc2ccccc2)c(=O)[nH]c1=O
  A: 1 | B: -1 | C: 0 | D: -4 | E: -4 | F: 5 | G: 0 | H: -1 | I: 6 | J: -3 | K: -2
#15 COC(=O)CCN1CCC(c2cc(-c3cccc(C(F)(F)F)c3)n[nH]2)CC1
  A: -2 | B: -28 | C: -5 | D: -1 | E: 43 | F: -36 | G: -14 | H: 9 | I: -16 | J: 4 | K: 3
#16 COc1ccccc1N1Cc2ccccc2C1
  A: 9 | B: 0 | C: 0 | D: -4 | E: -1 | F: 1 | G: -2 | H: 5 | I: -8 | J: 7 | K: 1
#17 O=C(NCc1ccccc1Cl)C1CCCN1C(=O)NC1CCCCC1 (stereo unspecified)
  A: -10 | B: -1 | C: 2 | D: -7 | E: -3 | F: -9 | G: 21 | H: 9 | I: -2 | J: 23 | K: -16
#18 Cc1nc2sc(C(c3cccs3)N3CCN(C(=O)c4ccco4)CC3)c(O)n2n1 (stereo unspecified)
  A: 3 | B: -6 | C: 9 | D: -10 | E: 3 | F: 16 | G: -4 | H: -13 | I: -10 | J: -3 | K: 3
#19 CN(C)c1cccc(C(=O)NCCCn2ccc3ccccc32)c1
  A: 2 | B: 6 | C: -5 | D: -1 | E: -4 | F: -28 | G: -4 | H: 22 | I: 1 | J: -1 | K: -13
#20 COc1ccc(OC(C)C(=O)NC2CC(C)(C)NC(C)(C)C2)cc1 (stereo unspecified)
  A: 0 | B: 8 | C: -4 | D: 2 | E: -2 | F: 27 | G: -2 | H: -2 | I: -41 | J: -6 | K: 5
#21 COc1ccc(CCC(=O)OCc2csc(CC(=O)Nc3ccccc3C)n2)cc1
  A: -10 | B: -11 | C: -8 | D: -3 | E: 0 | F: 2 | G: 3 | H: -14 | I: -37 | J: -22 | K: 3
#22 CC[N+](C)(CC)CC(O)COCC1COc2ccccc2O1 (stereo unspecified)
  A: 5 | B: 7 | C: -3 | D: 2 | E: 1 | F: -12 | G: 17 | H: 10 | I: -18 | J: 9 | K: -13

Reprinted at random: 7 compounds from above.
Short keys: A = ABHD5-PLIN5 inh; B = SRC3 inh; C = NOD2 RIPK2 PPI; D = TLR9-MyD88 inh; E = Granule exo inh; F = SRC2 inh; G = COUP-TFII inh; H = NR5A2 inv ag; I = SRC1 inh; J = TROY NFkB inh; K = TWEAK-Fn14 inh
#20 COc1ccc(OC(C)C(=O)NC2CC(C)(C)NC(C)(C)C2)cc1 (stereo unspecified)
  A: 0 | B: 8 | C: -4 | D: 2 | E: -2 | F: 27 | G: -2 | H: -2 | I: -41 | J: -6 | K: 5
#10 COC(=O)C1=CN(c2c(C)cc(C)cc2C)C(N)=C(C#N)C1c1ccccc1 (stereo unspecified)
  A: -12 | B: x | C: -5 | D: x | E: 4 | F: -6 | G: -7 | H: -7 | I: x | J: x | K: x
#5 C#CCNC(=O)C[C@@H]1C[C@@]2(C(=O)OCC)CCCC=C2N(Cc2cccc3ccccc23)C1=O
  A: -4 | B: x | C: -12 | D: x | E: -8 | F: 12 | G: 9 | H: -16 | I: x | J: 5 | K: 13
#9 COc1ccccc1NC(=O)CSc1nnc(CC(=O)Nc2cccc(C(F)(F)F)c2)n1C
  A: 1 | B: 1 | C: 0 | D: 2 | E: 3 | F: -4 | G: 17 | H: -12 | I: -7 | J: 7 | K: 13
#2 CCN1CCN(C/C(C)=C/c2ccccc2)CC1
  A: 5 | B: 4 | C: 6 | D: -5 | E: 5 | F: 23 | G: 11 | H: 9 | I: -3 | J: 4 | K: 2
#19 CN(C)c1cccc(C(=O)NCCCn2ccc3ccccc32)c1
  A: 2 | B: 6 | C: -5 | D: -1 | E: -4 | F: -28 | G: -4 | H: 22 | I: 1 | J: -1 | K: -13
#18 Cc1nc2sc(C(c3cccs3)N3CCN(C(=O)c4ccco4)CC3)c(O)n2n1 (stereo unspecified)
  A: 3 | B: -6 | C: 9 | D: -10 | E: 3 | F: 16 | G: -4 | H: -13 | I: -10 | J: -3 | K: 3
